# Assay outcomes (PubChem)
# PGC1a acetyl inh: modulators of PGC1a acetylation | U2OS PGC1a acetylation, AlphaScreen anti-acetyl-lysine; with virally co-expressed GCN5 acetyltransferase | inhibition, % at 15.6 µM | hit rate 0.17% among 350,000 | AID 651687;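 active = every replicate shows inhibition of at least 40%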;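 also: 0% = neutral control wells and 100% = positive control wells; some results beyond the cut were filed as inactive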
# miR-122 sensor: inhibitors of miR-122 in Huh7 cells. Huh7 miR-122 Renilla luciferase sensor, 48 h; neutral wells = 0, positive control = 100. activation (reporter increase), % at 12.5 µM. hit rate 0.3% among 340,000. AID 602342;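 active = mean replicate activation score at least 90 and every replicate individually at or above 90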;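 also: higher luciferase means less miR-122 activity so hits act as miR-122 inhibitors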
# Cneo AK release: Cryptococcus neoformans lysis via adenylate kinase release. C. neoformans lysis, adenylate kinase release luminescence, 4 h; normalised: neutral wells 0, clomiphene wells 100. lysis activity, % at 15 µM. hit rate 0.2% among 360,000;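 active = mean lysis activity across replicates of at least 80%, whatever share of replicates individually reach that level; inactive = mean lysis activity below 80%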
#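 Assay system: Cryptococcus neoformans yeast cells / Dosing: single-point compound dose / Timing: 4 h at 37 °C static, read 1 h later / Measured by: luminescence of released adenylate kinase using an AK detection reagent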
# Active calls of the source: *. Not all compounds are listed. The share of hits here may be higher or lower than overall.
SMILES,PGC1a acetyl inh,miR-122 sensor,Cneo AK release
Cc1cc(NC(=O)CCC(=O)N(c2ccc(F)cc2)C(C(=O)NC2CCCC2)c2ccncc2)no1 (stereo not drawn),-2,-1,6
O=C(CSc1nnc(Cc2cccs2)n1C1CCCCC1)N1CCCc2ccccc21,-16,22,1
Cn1nnnc1SCc1nc2ccccc2s1,6,16,0
COc1cc(C(=O)N2CCC(NC(=O)C(Cc3ccc(C(C)C)cc3)NC(C)=O)CC2)cc(OC)c1OC (stereo not drawn),11,-8,2
CC1(C)Cc2ccccc2-c2nnc(-c3cccc(O)c3)n21,4,5,3
Cc1ccc(SCC2(O)CCN(C(=O)c3ccc(Cl)cc3)CC2)cc1,-12,6,7
OCCN1CCN(CC(O)COCc2ccc3c(c2)OCO3)CC1 (stereo not drawn),1,-4,4
CC1=C(C)C(=O)N(c2ccccn2)C1=O,4,-5,1
COc1cccc(/C=N/NC(=O)c2ccc(COc3ccc(Cl)cc3Cl)o2)c1,-4,11,3
O=C(CCNC(=O)c1ccccc1Cl)Nc1nccs1,-2,-6,3
O=C(Cn1c(NCCCO)nc2ccccc21)c1cccc(Br)c1,3,10,1
COc1ccc(NC(=O)Cn2nnc(-c3ccccc3NC(=O)c3cccs3)n2)cc1,-11,4,1
CCOCCCNC(=O)C(NC(=O)c1ccccn1)c1ccc(C)cc1 (stereo not drawn),0,-6,2
CCOC(=O)C1CCN(C(=O)C2CCN(c3nc4ccc(OC)cc4s3)CC2)CC1,-4,-28,-8
CCOC(=O)Cn1nc(C)c2ccccc2c1=O,6,11,1
COc1ccc(N2CCN(C(=O)c3cccc(N4C(=O)C5CC=CC(C)C5C4=O)c3)CC2)cc1 (stereo not drawn),2,-2,-1
CCCCc1nc(C(N)=O)c2[nH]c(=O)n(-c3ccc(OC)c(OC)c3)c2n1,-10,8,-2
CCCCNC(=S)NC(=O)c1ccc([N+](=O)[O-])cc1,1,12,31
Cc1c(NC(=S)/C=C2\N(C)c3ccccc3C2(C)C)c(=O)n(-c2ccccc2)n1C,-12,4,0
CCOC(=O)c1oc2ccccc2c1CN1CCN(c2ccccc2)CC1,-16,1,-2

# A few values from the entries so far.
# Cneo AK release result of O=C(CCNC(=O)c1ccccc1Cl)Nc1nccs1 is entered as 3
# PGC1a acetyl inh result of CCOC(=O)Cn1nc(C)c2ccccc2c1=O is entered as 6
# PGC1a acetyl inh result of CCCCNC(=S)NC(=O)c1ccc([N+](=O)[O-])cc1 is entered as 1
# Cneo AK release result of O=C(Cn1c(NCCCO)nc2ccccc21)c1cccc(Br)c1 is entered as 1
# PGC1a acetyl inh result of COc1ccc(N2CCN(C(=O)c3cccc(N4C(=O)C5CC=CC(C)C5C4=O)c3)CC2)cc1 (stereo not drawn) is entered as 2

# Back to the main list with the five entries that preceded the break.
SMILES,PGC1a acetyl inh,miR-122 sensor,Cneo AK release
COc1ccc(N2CCN(C(=O)c3cccc(N4C(=O)C5CC=CC(C)C5C4=O)c3)CC2)cc1 (stereo not drawn),2,-2,-1
CCCCc1nc(C(N)=O)c2[nH]c(=O)n(-c3ccc(OC)c(OC)c3)c2n1,-10,8,-2
CCCCNC(=S)NC(=O)c1ccc([N+](=O)[O-])cc1,1,12,31
Cc1c(NC(=S)/C=C2\N(C)c3ccccc3C2(C)C)c(=O)n(-c2ccccc2)n1C,-12,4,0
CCOC(=O)c1oc2ccccc2c1CN1CCN(c2ccccc2)CC1,-16,1,-2
CCCNC(=O)NS(=O)(=O)c1cnccc1Sc1ccc(Cl)cc1,-7,1,-2
Cc1ccc(-c2nn(C)c(=O)c3ccccc23)cc1CO,0,3,-1
COc1ccc(CN(CC(=O)NCC2CCCO2)C(=O)CNS(=O)(=O)c2ccc(C)cc2)cc1 (stereo not drawn),0,-9,2
O=C1CC(c2ccccc2)n2nc(N3C(=O)CCC3=O)nc2N1 (stereo not drawn),3,0,2
O=C(O)C(CCCCN1C(=O)c2ccccc2C1=O)N1C(=O)c2ccccc2C1=O (stereo not drawn),9,-8,-9
CN(C(=O)c1cnccn1)c1nnc(-c2cnccn2)s1,-8,4,2
COC(=O)C(Cc1ccc(OC(=O)c2ccc(Cl)cc2)cc1)N1Cc2ccccc2C1=O (stereo not drawn),7,-4,-1
CC1(C)CC(=O)c2cc(OCC(=O)NCCCN3CCN(c4ccc(F)cc4)CC3)ccc2O1,3,-1,0
Cc1c[n+]([O-])n(-c2ccc(C(=O)O)cc2)n1,4,0,0
COc1ccc(C(C[N+](=O)[O-])C2(c3ccc(OC)c(OC)c3)C(=O)c3ccccc3C2=O)cc1 (stereo not drawn),10,17,-2
CCCc1c(O)nc(SCC(=O)NCCc2ccc(OC)c(OC)c2)[nH]c1=O,-7,-4,6
CCn1c(SCC(=O)N2CCCC2)nnc1-c1ccc(N)cc1,-4,0,1
CNC(=O)/C=C1\NC(C)(C)Cc2ccccc21,-4,-4,-2
CCNC(=O)CN1c2cccc3cccc(c23)S1(=O)=O,33,-3,1
COC(=O)/C=C/C(=O)NCc1ccco1,-12,3,-3
O=C1Cc2ccccc2C(c2ccc(Br)cc2)N1 (stereo not drawn),-12,-3,-4
O=C(CN1CCN(Cc2ccccc2)C1=O)NCc1ccc(Cl)cc1,1,-6,6
CC(=O)C(C(C)=O)C(NC(=O)c1cccnc1)(C(F)(F)F)C(F)(F)F,-4,-6,0
COc1ccc2oc(=O)c(C(=O)NCC3CCCO3)cc2c1 (stereo not drawn),-12,0,0
COc1ccccc1N(CC(O)CN1C(=O)NC(C)(C)C1=O)S(=O)(=O)c1ccc(C)cc1 (stereo not drawn),8,1,-3

# Nothing new here: seven of the compounds above.
SMILES,PGC1a acetyl inh,miR-122 sensor,Cneo AK release
CCCc1c(O)nc(SCC(=O)NCCc2ccc(OC)c(OC)c2)[nH]c1=O,-7,-4,6
CCn1c(SCC(=O)N2CCCC2)nnc1-c1ccc(N)cc1,-4,0,1
CNC(=O)/C=C1\NC(C)(C)Cc2ccccc21,-4,-4,-2
CCNC(=O)CN1c2cccc3cccc(c23)S1(=O)=O,33,-3,1
COC(=O)/C=C/C(=O)NCc1ccco1,-12,3,-3
O=C1Cc2ccccc2C(c2ccc(Br)cc2)N1 (stereo not drawn),-12,-3,-4
O=C(CN1CCN(Cc2ccccc2)C1=O)NCc1ccc(Cl)cc1,1,-6,6

# Other entries follow:
SMILES,PGC1a acetyl inh,miR-122 sensor,Cneo AK release
COc1cccc(NC(=O)NCCCN2CCN(c3ccc(F)cc3)CC2)c1,10,-5,5
c1ccc(-c2ncnc3nc4n(c23)CCC4)cc1,1,-2,3
COc1ccc(OC)c(-n2cnc3cc(C(=O)NCCCN4CCOCC4)ccc32)c1,-9,-6,-4
COc1cc2c(cc1OC)-c1cc(NC3CCCCCCC3)nc(=O)n1CC2,-20,-13,0
COc1nc(NC(C)(C)C)nc(Oc2ccc(=O)n(-c3ccccc3)n2)n1,-7,-2,-2
CCC(c1nnnn1C(C)(C)CC)N(CCCO)Cc1cc2cccc(C)c2[nH]c1=O (stereo not drawn),-7,-2,-4
COc1ccc(-n2nc(C(=O)N3CCN(c4ccc(F)cc4)CC3)c3ccccc3c2=O)c(OC)c1,-14,-4,1
COc1ccc(/C=N/Nc2ncc(-c3ccccc3)cn2)c(OC)c1,-1,-9,1
CCCOc1ccccc1C(=O)N(Cc1ccco1)C1CCS(=O)(=O)C1 (stereo not drawn),-27,1,-2
Cc1ccc(-c2nc3sc4c(c3c(=O)n2N)CCCC4)cc1,16,-1,-6
O=C(O)C(CCCCN1C(=O)C2C3C=CC(C3)C2C1=O)N1C(=O)C2C3C=CC(C3)C2C1=O (stereo not drawn),-2,-5,-1
O=C(C1CC=CCC1)N1CCN(C(=O)C2CC=CCC2)CC1 (stereo not drawn),-4,-9,-3
O=C(NCCc1ccccc1)c1ccco1,1,-5,2
CC[C@H](C)[C@H]1O[C@]2(CC[C@@H]1C)C[C@@H]1C[C@@H](CC=C(C)[C@@H](O[C@H]3C[C@H](OC)[C@@H](O[C@H]4C[C@H](OC)[C@@H](O)[C@H](C)O4)[C@H](C)O3)[C@@H](C)C=CC=C3CO[C@@H]4[C@H](O)C(C)=C[C@@H](C(=O)O1)[C@]34O)O2,-17,-30,0
CN(C)C(=C(C#N)C#N)N1CCN(c2ccc(Cl)c(Cl)c2)CC1,-14,3,1
C/C=C(\C)CN1CCc2cc(OC)c(OC)cc2C1,-4,5,4
Cc1ccc(CS(=O)(=O)CCC(=O)NCc2ccccn2)cc1,-12,1,0
CCOc1ccccc1N(C)C(=O)C1CCN(S(=O)(=O)c2cccc3nonc23)CC1,-68,0,-2
c1ccc(N2CCN(c3nnnn3-c3ccccc3)CC2)cc1,-19,-8,-3
OCCN1CCN(CC(O)COc2ccc(Cl)cc2)CC1 (stereo not drawn),5,-2,-2
COC(=O)c1c(-c2cccc(C)c2)csc1N,3,-4,2
COC(=O)c1[nH]c2cc(OC)ccc2c1NC(=O)CCN1CCN(c2cccc(C)c2C)CC1,-17,-1,0
CC1=NC(C(F)(F)F)(C(F)(F)F)C(C#N)=C(C)N1,2,5,1
c1ccc2sc(SN3CCOCC3)nc2c1,5,5,0
CC1=CC(C)(C)N2C(=O)C3(C(C#N)=C(N)Oc4cc(C)oc(=O)c43)c3cccc1c32 (stereo not drawn),9,-2,-2
COc1ccc2c(c1)CC/C(=C/c1ccncc1)C2=O,12,2,-1
Cc1ccnc2nc(C(=O)NC3=NCCS3)nn12,9,-2,8
Cc1cc(Oc2ccc(Cl)cc2)nc(-c2ccccc2O)n1,4,12,0
COc1cccc2c1C(=O)c1ccc3ccccc3c1C2=O,5,8,-3
Cc1ccc2cc(CN(C(=O)c3cccnc3)C(C)C)c(=O)[nH]c2c1,-6,0,9
N#C/C(=C\c1ccc(Sc2nc3ccccc3[nH]2)o1)c1ccccc1,-4,-4,3
O=C(COc1ccccc1)NCc1cccs1,-2,-5,-2
Cc1[nH]nc2c1C(C1CC=CCC1)C(C#N)=C(N)O2 (stereo not drawn),-16,2,0
COc1ccc(C(=O)OC(C)CN2CCN(C)CC2)cc1OC (stereo not drawn),0,0,5
Cc1cc(/C=N/n2cnnc2)c(C)n1-c1cccc(Cl)c1,-4,-4,5
CCOC(=O)c1c(C)nc2c(c(SC)nn2-c2ccccc2)c1N,-5,11,-6
COc1ccc(OCC(=O)N2CCN(S(=O)(=O)c3ccc(Cl)cc3)CC2)cc1,-10,1,-1
Cc1cc(NC(c2cccnc2)c2c(C)[nH]c3ccccc23)no1 (stereo not drawn),5,1,0
CCCn1c(=N)n(CCOc2ccc(OC)cc2)c2ccccc21,-2,-1,4
COc1cccc(-n2nnnc2SCC(=O)Nc2nc3c(s2)CCCC3)c1,-13,8,-1
CCCCOC(=O)C1[C@H]2C(=O)N(Cc3cccs3)C[C@]23C=C[C@H]1O3 (stereo partly drawn),2,-3,1
CCCCn1c(=N)n(CC(O)COc2ccccc2)c2ccccc21 (stereo not drawn),-23,12,8
COc1ccc(-c2cc(=O)c3ccccc3n2C)cc1,10,-6,1
CC(C)NCC(O)COc1cccc2[nH]ccc12 (stereo not drawn),-10,4,-2
CCOC(=O)C1CCCN(CCC(=O)Nc2ccccc2)C1 (stereo not drawn),-1,-5,-2
COc1ccccc1C(=O)N1CCNC(=O)C1CC(=O)Nc1ccc(Cl)cc1 (stereo not drawn),1,-3,-1
COc1ccc(C2=C(Nc3ccc(F)cc3)c3ccccc3C2=O)cc1,2,5,3
CCNC(=S)NNC(=O)c1csc2c1CCC(C)C2 (stereo not drawn),-2,-7,2
CCOC(=O)C1=C(O)CSC1=Nc1cccc(Cl)c1,7,-2,0
COc1ccc(N2C(=O)C3C4C=CC(C5CC45)C3C2=O)c([N+](=O)[O-])c1 (stereo not drawn),-4,1,-1
O=C1CCCN1CCC1CCN(C2CC(=O)N(c3ccc(F)cc3)C2=O)CC1 (stereo not drawn),-4,-5,0
CC(C)(C)c1ccc(C(=O)N2CCC(C(=O)NCc3ccco3)CC2)cc1,11,-7,-1
O=C(NC1CCS(=O)(=O)C1)c1ccc(-c2ccc(Br)cc2)o1 (stereo not drawn),-12,6,-6
COc1ccccc1N1CCN(Cc2cc(=O)n3ccsc3n2)CC1,6,-3,-1
C/C(Cl)=C\CNC(C)c1ccccc1 (stereo not drawn),4,-1,0
Cc1ccccc1N1CCN(S(=O)(=O)Cc2ccccc2)CC1,-6,0,-1
CCCNCc1cc(OCC)c(OCC(N)=O)cc1Br,-5,0,1
CC1=CN2CC(O)CN=C2C=C1 (stereo not drawn),2,-5,-1
O=C(O)c1cccc(Cn2c(Cl)c(/C=N/NC(=O)c3ccccc3)sc2=O)c1,7,-5,-1
CCCCN1C(=O)C2(NNc3ccccc3O2)c2ccccc21 (stereo not drawn),9,3,-4

# The results go on:
SMILES,PGC1a acetyl inh,miR-122 sensor,Cneo AK release
Cc1c(NC(=O)C2CCCN2C(=O)c2cccs2)c(=O)n(-c2ccccc2)n1C (stereo not drawn),9,-3,7
O=C(Nc1nccs1)c1csc2c1CCCC2,19,1,6
CN(c1cccc(NC(=O)CN2C(=O)c3ccccc3S2(=O)=O)c1)S(C)(=O)=O,2,-2,-1
COc1ccc(C2CCCN2C(=O)c2cccs2)cc1 (stereo not drawn),-6,-6,-5
C=CCOC(=O)C(C#N)c1nc2ccccc2nc1N1CCCC1 (stereo not drawn),5,4,-1
CCOC(=O)c1cccc(NC(=O)CSc2nnc(CNc3ccc(C)cc3)n2CC)c1,3,2,-3
CN(C)c1ccc(C(c2nnnn2CCOC(=O)Nc2ccc(Cl)cc2)N2CCOCC2)cc1 (stereo not drawn),-1,2,4
COc1ccc2[nH]c3c(N4CCN(Cc5ccc6c(c5)OCO6)CC4)ncnc3c2c1,-27,-4,-4
CCOC(=O)N1CCN(c2cc(=O)n(-c3ccc(OC)cc3)c(=O)[nH]2)CC1,7,-4,-1
